High-throughput results from PubChem.
5-HT1A blocker: human 5-HT1a receptor antagonists, primary screen, cell-based, CHO, Ga15 NFAT-bla reporter; 5-hydroxytryptamine receptor 1A (Homo sapiens), P08908; CHO 5-HT1a Ga15 NFAT-bla reporter, antagonist mode; inhibition, % at 10 µM; hit rate 0.68% among 62,000;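 active = inhibition above the mean of all tested compounds plus 3 SD, cut at about 43% in these data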;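 also: receptor stimulated by 5-CT agonist at 100 nM near EC80; beta-lactamase reporter measured by ratiometric fluorescence of a cleavable substrate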
D1 allo mod: D1 CRE-luciferase signal change, two-sided – cell-based, HEK293 D1, dopamine EC30, D1 allosteric modulator project, primary screen | B-score at 10 µM | dopamine EC30 potentiation; actives deviate in either direction | hit rate 5.9% among 58,000;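 active = luminescence count or its row- and column-corrected plate score outside the 99.7% band of the plate's sample wells, on either side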
Target sequence (P21728 whole entry, looked up): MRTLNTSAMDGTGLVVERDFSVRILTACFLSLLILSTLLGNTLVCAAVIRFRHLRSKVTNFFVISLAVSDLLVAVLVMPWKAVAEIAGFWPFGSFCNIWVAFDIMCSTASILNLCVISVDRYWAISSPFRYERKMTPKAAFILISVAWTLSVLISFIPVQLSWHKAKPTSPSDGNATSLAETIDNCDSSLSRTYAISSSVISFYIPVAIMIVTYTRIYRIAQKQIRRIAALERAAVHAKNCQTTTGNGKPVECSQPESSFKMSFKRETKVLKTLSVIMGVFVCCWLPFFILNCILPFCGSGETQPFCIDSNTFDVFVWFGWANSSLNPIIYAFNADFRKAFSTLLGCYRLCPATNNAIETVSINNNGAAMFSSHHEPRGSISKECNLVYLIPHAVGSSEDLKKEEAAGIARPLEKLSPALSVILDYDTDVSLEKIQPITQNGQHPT
HTR1E agonist: 5-HT1E receptor agonists, primary screen, cell-based, HTS; 5-hydroxytryptamine receptor 1E (Homo sapiens), P28566; CHO 5-HT1E Ga15 NFAT-bla reporter, FRET; 0% DMSO wells, 100% control agonist wells; activation, % at 6 µM; hit rate 0.69% among 65,000; AID 574, 2007;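 active = activation above a set limit, the screen-wide mean activation plus 3 SD, cut at about 8.5% in these data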;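 also: 100% = positive control agonist at 1 µM giving full maximal response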
5HT1a ag: human 5-HT1a receptor agonists, primary screen, cell-based, CHO, Ga15 NFAT-bla reporter; 5-hydroxytryptamine receptor 1A (Homo sapiens), P08908; CHO 5-HT1a Ga15 NFAT-bla reporter, FRET ratio; 0% basal, 100% maximal reference agonist; activation, % at 10 µM; hit rate 0.56% among 65,000; AID 567, 2006;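 active = activation above the screen-wide mean activation plus 3 SD, cut at about 19% in these data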;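 also: 0% = DMSO wells and 100% = 5-CT at EC100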
Jurkat viability: cytotoxicity toward Jurkat T cells, primary screen, cytotoxicity control, cell-based, Jurkat E6.1, 60K MLSMR library; hit rate 1.2% among 56,000; inhibition, % at 4 µM; Jurkat E6.1 viability, ATP luminescence, 48 h;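 active = inhibition above the mean inhibition of all tested compounds plus 3 SD, cut at about 28% in these data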
S1P1 ag-PAM: S1P1 agonists and agonism potentiators, primary screen, cell-based, primary and confirmation screens, CRE-bla reporter | hit rate 0.57% among 56,000 | S1P1 CRE-bla cells, forskolin, beta-lactamase FRET, potentiator mode; S1P1 agonist co-added at EC20, 2 nM; 100% = saturating reference agonist, 0% = basal | AID 449, 2006 | Sphingosine 1-phosphate receptor 1 (Homo sapiens), P21453 | activation, % at 9.5 µM;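 active = activation above a cutoff set at the mean activation of all tested compounds plus 3 SD, cut at about 54% in these data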;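 also: forskolin at 4 µM as EC80 and the EC20 agonist is SEW2871; 100% = SEW2871 at its EC100 plus forskolin at EC80; some compounds past the cut are filed as inactive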
5HT1E antag: 5-HT1E receptor antagonists, primary screen, cell-based, HTS | CHO 5-HT1E Ga15 NFAT-bla reporter, FRET, antagonist | 5-hydroxytryptamine receptor 1E (Homo sapiens), P28566 | inhibition, % at 6 µM | hit rate 0.99% among 65,000;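 active = inhibition above a set limit, the mean inhibition across every tested compound plus 3 SD, cut at about 29% in these data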;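 also: signal is the 460 over 535 nm emission ratio of beta-lactamase substrate; 0% = agonist plus DMSO wells and 100% = wells without agonist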
HEK293 NFkB inh: inhibitors of PMA/ionomycin-induced NF-kB reporter, primary screen, antigen receptor NF-kB inhibitor project, cell-based, HEK-293 luciferase reporter, luminescence; inhibition, % at 3 µM; hit rate 0.21% among 62,000; HEK-293 NF-kB luciferase reporter;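 active = inhibition above the mean of all tested compounds plus 3 SD, cut at about 40% in these data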;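 also: 0% = stimulated DMSO wells and 100% = 10 µM reference inhibitor 5653914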
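System – HEK-293 cells with stable firefly luciferase reporter driven by four HIV NF-kB elements · Doses – one dose, 3 µM · Schedule – 1 h compound pre-incubation, 16 h PMA/ionomycin at 37 °C · Technique – luminescence from luciferase substrate reagent · Measure – percent inhibition normalized per plate to DMSO and reference-inhibitor controls · Replicates – tested once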
S1P3 ag: human S1P3 receptor agonists, primary screen, cell-based, primary and confirmation, NFAT-BLA reporter; AID 373, 2006; Sphingosine 1-phosphate receptor 3 (Homo sapiens), Q99500; hit rate 0.1% among 60,000; S1P3 NFAT-BLA reporter cells, agonism, FRET ratio; relative to 1 µM S1P, basal subtracted; activation, % at 4.5 µM;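 active = activation above the screen-wide mean plus 3 SD, cut at about 4.5% in these data, passing the limit was not always enough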; also: some compounds called inactive have numbers as strong as hits
Target sequence (Q99500 whole entry, looked up): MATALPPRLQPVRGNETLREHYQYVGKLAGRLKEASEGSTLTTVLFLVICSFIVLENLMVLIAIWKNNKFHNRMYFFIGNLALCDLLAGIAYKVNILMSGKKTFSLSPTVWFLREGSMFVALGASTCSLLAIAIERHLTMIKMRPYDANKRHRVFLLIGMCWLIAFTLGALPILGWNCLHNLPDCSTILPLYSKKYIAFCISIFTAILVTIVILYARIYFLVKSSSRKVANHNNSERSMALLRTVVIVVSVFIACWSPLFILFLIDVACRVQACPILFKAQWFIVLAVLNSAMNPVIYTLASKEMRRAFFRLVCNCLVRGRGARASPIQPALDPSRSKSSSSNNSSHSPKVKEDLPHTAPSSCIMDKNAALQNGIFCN
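Material: Human S1P3 NFAT-BLA reporter CHO cells | Incubation: Overnight plating, 4 h compound 37 °C, 2 h substrate RT | Signal: FRET β-lactamase substrate fluorescence, excitation 405 nm, 460/535 nm emission ratio, background-subtracted | Compound: 4.5 µM final, single dose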
Numbers without * were called inactive.

Screening CCOc1ccccc1NC(=O)N1CCC(NC(=O)c2ccccc2C)CC1 returned 5-HT1A blocker -3, D1 allo mod -0.65, HTR1E agonist -0.1, 5HT1a ag -0.3, 5HT1E antag -6 and HEK293 NFkB inh 13.
For CCOC(=O)Cc1csc(SCC(=O)Nc2cccc(C#N)c2)n1 the results were 5-HT1A blocker 6, D1 allo mod -0.2, HTR1E agonist -0.8, 5HT1a ag -1.0, Jurkat viability 4, S1P1 ag-PAM 3, 5HT1E antag 13, HEK293 NFkB inh 10 and S1P3 ag -1.0.
For Cc1ccc(-n2ncc3c(NCCCN4CCOCC4)ncnc32)c(C)c1 the results were 5-HT1A blocker -4, D1 allo mod -1.1, HTR1E agonist -0.6, 5HT1a ag 1.5, Jurkat viability 7, S1P1 ag-PAM -10, 5HT1E antag -4, HEK293 NFkB inh 15 and S1P3 ag -0.2.
COc1ccc(OC)c(S(=O)(=O)Nc2ccc(O)c3ccccc23)c1 was read as 5-HT1A blocker 26, D1 allo mod 0.068, HTR1E agonist -0.9, 5HT1a ag -1.4, Jurkat viability 25, 5HT1E antag -8, HEK293 NFkB inh 0 and S1P3 ag -0.8.
Cc1ccc(C)c(CSc2nnc([C@@H](N)C(C)C)o2)c1 was read as 5-HT1A blocker -21, D1 allo mod -0.58, HTR1E agonist -0.3, 5HT1a ag -0.6, Jurkat viability -2, S1P1 ag-PAM -1, 5HT1E antag -7, HEK293 NFkB inh 15 and S1P3 ag -0.2.
Screening O=C1c2ccccc2C(Nc2cccc(C(F)(F)F)c2)N1Cc1ccco1 (stereo not drawn) returned 5-HT1A blocker 30, D1 allo mod -0.22, HTR1E agonist -0.7, 5HT1a ag -3.5, Jurkat viability 6, S1P1 ag-PAM -3, 5HT1E antag 16, HEK293 NFkB inh 5 and S1P3 ag -1.2.
Screening O=S(=O)(Nc1cccnc1)c1cccs1 returned 5-HT1A blocker -3, D1 allo mod 0.041, HTR1E agonist 0.1, 5HT1a ag 0.4, Jurkat viability 4, S1P1 ag-PAM -1, 5HT1E antag 1, HEK293 NFkB inh -4 and S1P3 ag -0.4.
For Cc1cc(NC(=O)CSc2nnc(-c3ccc4c(c3)OCCO4)o2)no1 the results were 5-HT1A blocker 16, D1 allo mod -0.23, HTR1E agonist -0.3, 5HT1a ag -4.2, Jurkat viability 11, S1P1 ag-PAM -11, 5HT1E antag 2, HEK293 NFkB inh -19 and S1P3 ag 0.1.
`O=C(Nc1nnc(-c2ccc3c(c2)CCCC3)o1)c1ccccc1Cl` gave 5-HT1A blocker 9, D1 allo mod -1.1, HTR1E agonist -0.4, 5HT1a ag -2.3, Jurkat viability 1, S1P1 ag-PAM 12, 5HT1E antag -12, HEK293 NFkB inh -6 and S1P3 ag 0.3.
Cc1cc(-c2nn3c(-c4ccccc4)nnc3s2)c2ccccc2n1 was read as 5-HT1A blocker 0, D1 allo mod 1.2, HTR1E agonist 1.9, 5HT1a ag -0.6, Jurkat viability 12, S1P1 ag-PAM -111, 5HT1E antag 30*, HEK293 NFkB inh 24 and S1P3 ag -0.3.
`CCOC(=O)c1sc2nc(SCC(=O)NCc3ccco3)n(Cc3ccccc3)c(=O)c2c1C` gave 5-HT1A blocker -3, D1 allo mod -1.1, HTR1E agonist 0.8, 5HT1a ag -1.6, 5HT1E antag 0 and HEK293 NFkB inh 18.
`O=C(O)C1CCCN1C(=O)c1cccs1` (stereo not drawn) gave 5-HT1A blocker 6, D1 allo mod 0.14, HTR1E agonist -0.7, 5HT1a ag -2.0, Jurkat viability -8, S1P1 ag-PAM -10, 5HT1E antag 0, HEK293 NFkB inh -2 and S1P3 ag -1.1.
For CCCOc1ccc(C2NC(=O)NC2=O)cc1 (stereo not drawn) the results were HTR1E agonist -1.5, 5HT1a ag 0.5, S1P1 ag-PAM -4, 5HT1E antag 11 and S1P3 ag -1.8.
For COc1ccc(Cl)cc1C(=O)NCC(c1ccco1)N1CCCC1 (stereo not drawn) the results were 5-HT1A blocker 30, D1 allo mod -0.55, HTR1E agonist 0.7, 5HT1a ag 1.7, 5HT1E antag 0 and HEK293 NFkB inh 23.
Screening CCC(c1nnnn1Cc1ccco1)N(CCN1CCOCC1)Cc1cc2cc(C)ccc2[nH]c1=O (stereo not drawn) returned 5-HT1A blocker 1, D1 allo mod -0.9, HTR1E agonist -0.3, 5HT1a ag -2.1, Jurkat viability 1, S1P1 ag-PAM 8, 5HT1E antag 4, HEK293 NFkB inh 11 and S1P3 ag -0.6.
`CCCOc1cccc(C(=O)Nc2nnn(CCC)n2)c1` gave 5-HT1A blocker -6, D1 allo mod -1.1, HTR1E agonist -1.1, 5HT1a ag -1.7, Jurkat viability 0, S1P1 ag-PAM -10, 5HT1E antag 7, HEK293 NFkB inh 2 and S1P3 ag 0.0.
For Cc1ccc(C(=O)CSc2n[nH]c(C)n2)cc1 the results were 5-HT1A blocker -6, D1 allo mod -1.5, HTR1E agonist -0.3, 5HT1a ag -1.7, Jurkat viability -8, S1P1 ag-PAM -7, 5HT1E antag 6, HEK293 NFkB inh 8 and S1P3 ag 2.9.
COC(=O)NC1CSCC1OC(=O)c1ccc(Br)cc1 (stereo not drawn) was read as 5-HT1A blocker 4, D1 allo mod -0.37, HTR1E agonist -1.2, 5HT1a ag 0.8, Jurkat viability 0, 5HT1E antag -6, HEK293 NFkB inh 6 and S1P3 ag -0.2.
For O=C1CSC(=S)N1Cc1cccnc1 the results were 5-HT1A blocker 14, D1 allo mod 0.18, HTR1E agonist -0.3, 5HT1a ag -2.7, Jurkat viability 4, 5HT1E antag -3, HEK293 NFkB inh 7 and S1P3 ag -0.7.
CC1(c2ccccc2)NC(=O)N(CCN2C(=O)c3ccccc3C2=O)C1=O (stereo not drawn) was read as 5-HT1A blocker -14, D1 allo mod 0.21, HTR1E agonist -0.2, 5HT1a ag 1.1, Jurkat viability 0, S1P1 ag-PAM -2, 5HT1E antag -2, HEK293 NFkB inh 9 and S1P3 ag 0.5.
Screening CCc1ccccc1NS(=O)(=O)c1ccc(SC)cc1 returned 5-HT1A blocker -11, D1 allo mod 0.027, HTR1E agonist 0.3, 5HT1a ag -1.0, Jurkat viability 9, S1P1 ag-PAM 10, 5HT1E antag 15, HEK293 NFkB inh 2 and S1P3 ag -0.2.
For O=C(Cc1cccs1)N(Cc1ccco1)C1(C(=O)NC2CCCC2)CCCCC1 the results were 5-HT1A blocker 63*, D1 allo mod -1.2, HTR1E agonist -0.3, 5HT1a ag -3.0, 5HT1E antag 1 and HEK293 NFkB inh 12.
O=C(O)c1cnn2c(C(F)(F)F)cc(-c3ccco3)nc12 was read as HTR1E agonist 0.3, 5HT1a ag 2.5, S1P1 ag-PAM 13, 5HT1E antag 1 and S1P3 ag -4.4.
CC1Cc2ccccc2N1C(=O)C1CCN(S(=O)(=O)Cc2ccccc2)CC1 (stereo not drawn) was read as 5-HT1A blocker 9, D1 allo mod -0.25, HTR1E agonist -0.3, 5HT1a ag 0.7, Jurkat viability 4, S1P1 ag-PAM 21, 5HT1E antag -6, HEK293 NFkB inh 4 and S1P3 ag -0.5.
For O=C(CCCNS(=O)(=O)c1ccc(Br)cc1)N1CC[C@@]2(O)CCCC[C@H]2C1 the results were 5-HT1A blocker -10, D1 allo mod -0.017, HTR1E agonist 0.6, 5HT1a ag -4.2, Jurkat viability 8, S1P1 ag-PAM 3, 5HT1E antag 7, HEK293 NFkB inh 6 and S1P3 ag -1.0.
For Cc1cc(C(c2nnnn2Cc2ccccc2)N2CCOCC2)c(C)n1-c1ccc2c(c1)OCO2 (stereo not drawn) the results were 5-HT1A blocker 10, D1 allo mod -0.031, HTR1E agonist 0.1, 5HT1a ag -0.2, Jurkat viability -4, S1P1 ag-PAM 0, 5HT1E antag 1, HEK293 NFkB inh 14 and S1P3 ag 0.1.
`CCN(CC(=O)Nc1ccc2c(c1)OCCO2)C(=O)C1CCCCC1` gave 5-HT1A blocker 7, HTR1E agonist -0.2, 5HT1a ag 0.2, 5HT1E antag 1 and HEK293 NFkB inh 15.
`CCOc1ccccc1-n1c(SCC(=O)Nc2nccs2)nnc1-c1ccoc1C` gave 5-HT1A blocker 26, D1 allo mod -2.2, HTR1E agonist -1.1, 5HT1a ag -3.8, Jurkat viability 6, S1P1 ag-PAM 28, 5HT1E antag 19, HEK293 NFkB inh 19 and S1P3 ag -1.6.
For C=CCc1c(C)c(C#N)c2nc3ccccc3n2c1NCCN(C)C the results were 5-HT1A blocker -2, D1 allo mod -0.85, HTR1E agonist -0.1, 5HT1a ag 0.5, Jurkat viability 6, S1P1 ag-PAM 10, 5HT1E antag -1, HEK293 NFkB inh 27 and S1P3 ag -1.9.
N=c1cc(C2(O)CCCCC2)n2c(nc3ccccc32)s1 was read as 5-HT1A blocker -5, D1 allo mod 0.04, HTR1E agonist -0.4, 5HT1a ag -1.6, 5HT1E antag 5 and HEK293 NFkB inh -36.
O=C(C(c1ccccc1)c1ccccc1)N(Cc1ccco1)C1CCS(=O)(=O)C1 (stereo not drawn) was read as 5-HT1A blocker 20, D1 allo mod 0.46, HTR1E agonist -1.2, 5HT1a ag -2.7, Jurkat viability 3, S1P1 ag-PAM 9, 5HT1E antag -1, HEK293 NFkB inh 12 and S1P3 ag -1.1.
For O=C(NC1CCN(Cc2ccccc2)CC1)C1CCCN(S(=O)(=O)c2cccc3nonc23)C1 (stereo not drawn) the results were 5-HT1A blocker 4, D1 allo mod -0.67, HTR1E agonist -0.8, 5HT1a ag -1.6, 5HT1E antag 0 and HEK293 NFkB inh 24.
For COC(=O)c1cc(OC)c(OC)cc1NC(=O)CCCCCN1C(=O)CCC1=O the results were 5-HT1A blocker -5, D1 allo mod 1.2, HTR1E agonist -0.3, 5HT1a ag -1.7, Jurkat viability 0, S1P1 ag-PAM -22, 5HT1E antag -6, HEK293 NFkB inh 25 and S1P3 ag -0.2.
CCOc1ccc(NC(=O)Nc2ccc3c(c2)nnn3C)cc1 was read as 5-HT1A blocker 9, D1 allo mod 0.044, HTR1E agonist 0.0, 5HT1a ag -2.7, Jurkat viability 3, S1P1 ag-PAM -20, 5HT1E antag 2, HEK293 NFkB inh 20 and S1P3 ag -0.4.
